KB-3-1 cytotox: KB-3-1 parental cell cytotoxicity. 400,000 compounds, 1.4% hits. KB-3-1 viability, CellTiter-Glo ATP luminescence, 72 h. Potency, µM (highest dose often 46.1 µM), inactives show at the highest dose activity change, negative = cytotoxic, hits mostly cytotoxic; note: potency is the fitted concentration of half-maximal effect; % is set by controls: 0 for no effect and ±100 for the full control effect; nearly all actives have a fitted effect of over 60% in size
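Screening of KB-3-1 cells (DMEM, 10% FBS, phenol-red free) ran from lowest to highest compound concentration; after 72 h at 37 °C viability was read luminescently and curves fitted.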
IL-1B inflam inh: inflammasome signaling inhibition, IL-1 beta readout. THP-1 LPS/ATP IL-1B secretion, AlphaLISA, 16 h; hits give low values. activity change, % at 57.5 µM. 360,000 compounds, 4.7% hits; in the data active = activity change below about -50%; inconclusive = mostly about -30% to -49%; note: % is set by controls: 0 for no effect and ±100 for the full control effect
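THP-1 cells pretreated 1 hr with compounds (up to 57.5 uM final), then stimulated with LPS (250 ng/mL final) plus ATP (1.25 mM final); secreted IL-1B measured by AlphaLISA after 16 hr, decreased signal indicating inhibition.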
HT1080-NT tox: kills 2HG-producing HT-1080-NT fibrosarcoma cells; 360,000 compounds, 1.6% hits; Potency, µM (highest dose often 46.1 µM), inactives show at the highest dose activity, negative = less viability, usual class: cytotoxic; HT-1080-NT fibrosarcoma viability, CellTiter-Glo ATP luminescence, 48 h;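 note: NT is the 2HG producing partner of a matched IDH1 knockdown line; potency is the fitted concentration of half-maximal effect; 0% = DMSO-treated cells and -100% = media-only wells without cells; nearly all actives have a fitted effect of over 55% in size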
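Compounds were tested in concentration-response format on HT-1080-NT cells for 48 hours at 37 degrees C. Cell viability came from CellTiter-Glo luminescence; curves were classified by r2, response magnitude and activity.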
GLP-1R agonist: GLP-1 receptor (human) agonism | P43220 | HEK293 GLP-1R CRE-luciferase, luminescence, 4-6 h; cells express a hypersensitive GLP-1R form | Potency, µM (doses to about 45.6 µM), without a hit: top-dose activation, hits mostly activators | 380,000 compounds, 0.007% hits; note: potency is the fitted concentration of half-maximal effect; % of control where 0% means no effect
Target sequence (P43220 whole entry, looked up): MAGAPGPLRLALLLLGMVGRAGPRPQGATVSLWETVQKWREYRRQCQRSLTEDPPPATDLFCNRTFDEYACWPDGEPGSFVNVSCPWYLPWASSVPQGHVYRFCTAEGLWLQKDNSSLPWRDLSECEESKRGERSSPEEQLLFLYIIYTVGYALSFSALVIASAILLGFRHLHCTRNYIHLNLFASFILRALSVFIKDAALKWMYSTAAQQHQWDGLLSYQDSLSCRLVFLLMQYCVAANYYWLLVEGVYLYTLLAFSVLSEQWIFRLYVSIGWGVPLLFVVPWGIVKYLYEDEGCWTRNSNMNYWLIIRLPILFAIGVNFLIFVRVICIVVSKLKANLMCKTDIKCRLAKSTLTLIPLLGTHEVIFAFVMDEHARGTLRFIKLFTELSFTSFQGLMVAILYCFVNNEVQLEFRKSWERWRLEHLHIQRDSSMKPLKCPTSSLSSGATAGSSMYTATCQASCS
DRD3 agonist: D3 dopamine receptor (human) agonism. AID 652048. max activation, %. 410,000 compounds, 0.58% hits. D3R DiscoveRx beta-arrestin cells, luminescence, 90 min; in the data active = max activation above about 30%; note: 0% is about no effect; mostly tested at two doses, the higher about 12 µM
Target sequence (P35462 whole entry, looked up): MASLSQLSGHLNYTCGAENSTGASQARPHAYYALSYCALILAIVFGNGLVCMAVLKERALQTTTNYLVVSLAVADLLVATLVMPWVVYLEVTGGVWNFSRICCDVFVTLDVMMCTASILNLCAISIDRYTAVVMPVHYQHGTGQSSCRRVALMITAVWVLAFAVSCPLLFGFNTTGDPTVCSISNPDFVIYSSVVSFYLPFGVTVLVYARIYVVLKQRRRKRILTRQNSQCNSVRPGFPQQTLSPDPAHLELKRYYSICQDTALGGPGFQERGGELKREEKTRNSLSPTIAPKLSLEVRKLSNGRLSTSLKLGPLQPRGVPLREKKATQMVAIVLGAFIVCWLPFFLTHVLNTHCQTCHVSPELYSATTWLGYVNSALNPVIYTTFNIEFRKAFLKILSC
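Agonist-mode cell screen: cells plated at 1500/well and incubated overnight at 37 °C, then exposed to library compounds for 90 min at 37 °C. Detection reagent was added for 30–60 min at room temperature, and luminescence was read.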
HT1080 IDH1KD tx: HT-1080 IDH1 knockdown cell toxicity (counter line); Potency, µM (series often up to 46.1 µM), for the others: at the highest dose activity, negative = toxicity, actives largely listed as cytotoxic; AID 686971; 360,000 compounds, 2% hits; HT-1080 IDH1 knockdown viability, ATP luminescence, 48 h;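 note: potency is the fitted concentration of half-maximal effect; 0% = DMSO wells and -100% = cell-free medium wells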
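IDH1KD HT-1080 cells, 750/well, RPMI + 5% FBS; compound pinned after 2 h settling; 48 h, 37 °C; CellTiter-Glo luminescence; % activity normalised to DMSO and no-cell wells; curves fitted, classed by r2 and efficacy.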
D3 antag: D3 dopamine receptor (human) antagonism; P35462; max response, negative = inhibition, %; 360,000 compounds, 2.5% hits; D3R cells, DiscoveRx beta-arrestin luminescence, antagonist mode; hits give low values; AID 652054; in the data active = max response below about -50%; inconclusive = no clear call, values can overlap the other calls; note: % is set by controls: 0 for no effect and ±100 for the full control effect; mostly tested at two doses, the higher about 12 µM
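Cells expressing the human receptor were seeded at 1500 cells/well, incubated overnight at 37 degrees C in 5% CO2, then exposed to library compounds with dopamine controls for 90 minutes at 37 degrees C before luminescent detection.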
KB-V1 MDR tox: kills drug-selected multidrug resistant KB-V1 cells. KB-V1 MDR cells viability, CellTiter-Glo, 72 h. 400,000 compounds, 3.4% hits. Potency, µM (series often up to 46.1 µM), for the others: at the top dose activity change, negative = cytotoxicity, hits mostly cytotoxic; note: potency is the fitted concentration of half-maximal effect; % is set by controls: 0 for no effect and ±100 for the full control effect; nearly all actives have a fitted effect of over 60% in size
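In this primary screen, KB-V1 cells overexpressing P-gp are incubated with library compounds (lowest to highest concentration) for 72 h at 37 degrees C before a luminescent ATP viability read.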
SW480 rereplic: DNA re-replication induction in SW480 cells. SW480 DNA re-replication, Hoechst DNA content imaging, 48 h. Potency, µM (top dose mostly 46.1 µM), without a hit: top-dose re-replication activation, actives largely listed as activators. 340,000 compounds, 1.8% hits; note: potency is the fitted concentration of half-maximal effect; % of control where 0% means no effect; nearly all actives have a fitted effect of over 55% in size
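250 cells/well; 23 nL cpd via pin tool; 48 hr, 37 C, 5% CO2; Hoechst 40 min; imager read of total nuclear intensity, ex 405/em 500-530 nm.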
Numbers without * were called inactive; i = inactive; ? = inconclusive; · = not tested or not shown; [ ] = dose if it differs, or a comment. Unless noted, calls come from the whole dose curve; as a rule, active = well fitted curve in the direction sought with a large enough effect; inconclusive = small, poorly fitted or top-dose-only effect, or another doubt; inactive = no such curve, though single readings can be large; an effect the other way counts as inactive or inconclusive.

SMILES	KB-3-1 cytotox	IL-1B inflam inh	HT1080-NT tox	GLP-1R agonist	DRD3 agonist	HT1080 IDH1KD tx	D3 antag	KB-V1 MDR tox	SW480 rereplic
COC(=O)c1ccc(NCC(=O)c2ccccc2)cc1	11%	-20	0%	16%	-1	-4%	?	15%	-6%
CN(c1ccc(C(=O)N2CCCCC2)cc1)S(=O)(=O)c1ccccc1	0%	-13	-7%	3%	-1	?	16	-23%	1%
Cc1cc(C)c(C#N)c(SCc2cc3c(cc2Cl)OCO3)n1	-10%	92	0%	0%	-6	7%	-19	?	?
CCN(CC(=O)Nc1c(F)cccc1F)C(=O)c1ccc(S(=O)(=O)N2CCC(C)CC2)cc1	4%	-6	5%	-7%	5	0%	4	21µM*	0%
O=C(NC(=S)N1CCN(Cc2ccccc2)CC1)c1ccccc1	-5%	3	-4%	-12%	-6	5%	-2	0%	2%
CCOC(=O)C1=C(C)N=C2SC(C(=O)OC)=CC(=O)N2C1c1ccc(OC)cc1 (stereo not drawn)	?	-17	19%	2%	-9	10%	?	?	-3%
CCC(C)Sc1nc2c(cnn2-c2ccc(F)cc2)c(=O)[nH]1 (stereo not drawn)	-7%	16	-21%	12%	-8	-10%	-11	-3%	-12%
Cc1ccc(N2C(=O)C3C4CC(=O)C(c5ccccc54)C3C2=O)cc1C (stereo not drawn)	14%	i	-4%	0%	2	-2%	14	-13%	15%
CN(Cc1ccc2ccccc2c1)C(=O)c1ccc(C(F)(F)F)cc1	-16%	?	2%	18%	-10	1%	-13	?	-1%
CCc1cc2c(=O)n(CC)c(SC(C)C(=O)Nc3c(C)n(C)n(-c4ccccc4)c3=O)nc2s1 (stereo not drawn)	-1%	-24	-6%	-1%	9	-3%	55	-2%	-3%
COc1ccc(OC)c2[nH]c(=O)c(CCNC(=O)c3cccs3)cc12	5%	-28	9%	-3%	-1	18%	38	-13%	-5%
CC1CCC2(CC1)NC(=O)N(CC(=O)Nc1ccc3c(c1)CCC3)C2=O (stereo not drawn)	?	0	-9%	16%	0	-18%	4	-1%	-3%
C[C@H](CO)N1C[C@H](C)[C@@H](CN(C)S(=O)(=O)c2cn(C)cn2)Oc2c(NS(=O)(=O)c3ccccc3)cccc2C1=O	17%	0	12%	-4%	49*	6%	50	?	-4%
COCCN(C(=O)CC1C(=O)NCCN1CC(c1ccccc1)c1ccccc1)C(C)C (stereo not drawn)	-14%	-13	2%	4%	-6	-1%	-11	-28%	-4%
N#C/C(=C\c1cccc([N+](=O)[O-])c1)c1ccccn1	-25%	-88*	-6%	26%	-13	-23%	-15	-2%	22%
COc1ccccc1C(=O)C1CCCN(C(=O)CSc2ccccn2)C1 (stereo not drawn)	1%	18	-3%	6%	-7	11%	-5	?	-9%
CCCNS(=O)(=O)c1cc2c3c(c1)C(C)C(=O)N3CCC2 (stereo not drawn)	1%	2	-1%	4%	3	-3%	0	-8%	-3%
CCOc1cc2[nH]c(=S)n(Cc3ccc(C(=O)N4CCN(C)CC4)cc3)c(=O)c2cc1OCC	?	-54*	-6%	-2%	-16	-7%	-10	21%	?
COCc1cc(C2C(C(=O)c3ccco3)=C(O)C(=O)N2CCOCCO)ccc1O (stereo not drawn)	0%	-4	14%	0%	0	24%	23	3%	-4%
CC1=C(C(=O)N(C(C)C)C(C)C)CC(CC(=O)NCCCCc2ccccc2)C(=O)N1Cc1ccc(F)cc1 (stereo not drawn)	0%	-56*	?	1%	6	?	7	3%	·

Single values from the results shown:
C[C@H](CO)N1C[C@H](C)[C@@H](CN(C)S(=O)(=O)c2cn(C)cn2)Oc2c(NS(=O)(=O)c3ccccc3)cccc2C1=O in GLP-1R agonist is entered as -4%
COCCN(C(=O)CC1C(=O)NCCN1CC(c1ccccc1)c1ccccc1)C(C)C (stereo not drawn) in KB-V1 MDR tox is entered as -28%
CCCNS(=O)(=O)c1cc2c3c(c1)C(C)C(=O)N3CCC2 (stereo not drawn) in GLP-1R agonist is entered as 4%

The results go on.
SMILES	KB-3-1 cytotox	IL-1B inflam inh	HT1080-NT tox	GLP-1R agonist	DRD3 agonist	HT1080 IDH1KD tx	D3 antag	KB-V1 MDR tox	SW480 rereplic
O=C(Nc1nnc(/N=C/c2ccco2)s1)c1ccc(F)cc1	-7%	39	-20%	-4%	18	-7%	8	0%	-18%
CC1Oc2ccccc2N(CC(=O)NC2CCCC2)C1=O (stereo not drawn)	22%	11	14%	6%	7	0%	4	14%	-3%
O=C1C2C3c4ccccc4C(c4ccccc43)[C@@H]2C(=O)N1c1nc(-c2ccccc2)cs1 (stereo partly drawn)	2%	9	20%	-13%	13	29%	5	21µM*	-12%
CCOC(=O)CNC(=O)Cc1ccc(Cl)cc1	10%	-3	2%	-1%	-4	1%	10	6%	-6%
O=C(Nc1cccc(-c2nc3cccnc3s2)c1)c1ccco1	-7%	6	-4%	2%	6	7%	14	0%	-1%
CCCCNC(=S)Nc1cccc(C(C)=O)c1	0%	0	-1%	1%	4	-6%	-4	-19%	-3%
COc1ccc(Cn2nc(C(=O)O)c3ccccc3c2=O)cc1F	1%	55	-6%	?	0	-10%	-4	7%	3%
CCCc1c(O)nc(SC2CC(=O)N(c3ccc(OC)cc3)C2=O)[nH]c1=O (stereo not drawn)	0%	-7	23%	0%	-11	17%	-26	23%	20%
O=C(OCC(=O)N1CCc2ccccc21)c1ccncc1	-1%	-4	-1%	3%	-10	-5%	-19	?	-14%
COc1cc(-c2[nH]ncc2CN2CCN(Cc3cccs3)CC2)cc(OC)c1OC	-19%	40	-19%	13%	-6	-25%	5	?	-8%
CCOc1cccc(C=NCCc2ccc(OC)c(OC)c2)c1O	12%	8	-8%	-6%	2	0%	-3	1%	-11%
CCOC(=O)c1cc(CC)sc1NC(=O)COC(=O)c1cc[n+]([O-])cc1	?	17	1%	14%	26	-1%	14	15%	-6%
CC(=O)c1cccc(NC(=O)CSc2ccc(-c3ccc4c(c3)OCO4)nn2)c1	-5%	13	-3%	-1%	4	11%	-1	?	-8%
CCC(C)c1ccccc1NC(=O)COC(=O)CCc1cc(OC)c(OC)c(OC)c1 (stereo not drawn)	10%	31	21%	1%	1	7%	2	61%	-6%
O=C(CSc1ccc2ccccc2c1)Nc1ccc(S(=O)(=O)Nc2nccs2)cc1	10%	31	10%	-11%	-2	2%	10	0%	2%
O=C(O)CCN1C(=O)C(=C2CCCCCC2)SC1=S	11%	8	0%	-17%	1	8%	?	0%	-3%
COc1ccc(NC(=O)c2oc3ccccc3c2NC(=O)c2cc(OC)c(OC)c(OC)c2)cc1	3%	·	·	4%	-13	·	·	-28%	·
COc1ccc(-c2nnn(CCc3nn[nH]n3)n2)cc1	11%	-10	8%	-10%	0	9%	8	8%	-6%
CCc1c(C)sc2nc(SCC(=O)Nc3cc(C)on3)n(CCOC)c(=O)c12	1%	-5	10%	0%	7	12%	-13	-12%	3%
COc1ccc(C(=O)NC(=S)Nc2ccc(S(=O)(=O)Nc3cc(C)on3)cc2)cc1OC	-10%	6	-10%	17%	-15	-3%	-20	-1%	28%
CC(C)c1cc(C(=O)OCC(=O)NC(=O)NCc2ccco2)c(O)c(C(C)C)c1	?	-86*	23µM*	5%	17	26µM*	-3	?	8%
Cc1ccc(S(=O)(=O)CCC(=O)OCC(=O)Nc2ncc(Cl)cc2Cl)cc1	-14%	-9	-3%	-9%	1	1%	-15	?	-3%
O=C(C1CCCCC1)N1CCCC(c2nc(-c3ccc(F)cc3)no2)C1 (stereo not drawn)	-20%	-23	-6%	29%	7	-26%	10	21µM*	-4%
COc1ccccc1C/C(N)=N/OC(=O)COc1ccc(C)cc1C	1%	32	2%[9.24 µM]	-3%	-30	-13%	-15	8%	-2%
COc1cc(N2C(=O)C=CC2=O)ccc1N1C(=O)C=CC1=O	18µM*	-99*	?	-34%[inhibitor]	-30	9.2µM*	-68*	?	13µM*
CC(OC(=O)Cc1c[nH]c2ccccc12)C(=O)N(C)c1ccccc1 (stereo not drawn)	0%	-11	9%	4%	3	0%	7	-7%	-6%
O=C(CN1C(=O)/C(=C2\SC(=S)N(C3CCS(=O)(=O)C3)C2=O)c2ccccc21)Nc1ccc(F)cc1 (stereo not drawn)	2%	·	-2%	6%	4	3%	-16	1%	-1%
COc1ccccc1/C=N/N1C(=O)C2C3C=CC(CC3)C2C1=O (stereo not drawn)	3%	9	-1%	4%	-6	-3%	-4	-7%	21%
Cc1cc(C)cc(OCC(=O)N(Cc2cccs2)C2CCS(=O)(=O)C2)c1 (stereo not drawn)	-5%	-3	-3%	-4%	-4	-2%	7	8.2µM*	0%
Cc1cc(O)c(C2(O)C(=O)Nc3cc(Br)ccc32)cc1C (stereo not drawn)	?	?	-23%	2%	-22	?	-13	7%	3%
Cc1nc2oc3ccc(F)cc3c(=O)c2cc1C(=O)NC(C)(C)C	3%	12	4%	6%	0	-16%	14	12%	-1%
Cc1ccc(OCC(=O)N(Cc2ccccc2)c2c(N)n(Cc3ccccc3)c(=O)[nH]c2=O)c(C)c1	-1%	-5	-18%	8%	0	-19%	5	20%	-38%[inhibitor]
O=C(CSc1nc2ccc([N+](=O)[O-])cc2[nH]1)NC1CCCCCC1	?	-84*	?	12%	-6	?	11	13µM*	1%
CCC(=O)N(Cc1ccco1)c1nc(-c2cc(OC)ccc2OC)cs1	12%	7	-16%	-1%	-3	-1%	-6	-5%	-1%
CC(=O)Nc1ccc(SCc2c(C)noc2C)cc1	16%	-3	-2%	-2%	-4	-8%	-5	3%	-10%
CCNc1nc(NCC)nc(N(C)N)n1	9%	10	15%	1%	10	8%	-18	-6%	5%

Part of the list above in order of formula weight, highest first.
SMILES	KB-3-1 cytotox	IL-1B inflam inh	HT1080-NT tox	GLP-1R agonist	DRD3 agonist	HT1080 IDH1KD tx	D3 antag	KB-V1 MDR tox	SW480 rereplic
CCC(=O)N(Cc1ccco1)c1nc(-c2cc(OC)ccc2OC)cs1	12%	7	-16%	-1%	-3	-1%	-6	-5%	-1%
CC(=O)Nc1ccc(SCc2c(C)noc2C)cc1	16%	-3	-2%	-2%	-4	-8%	-5	3%	-10%
CCNc1nc(NCC)nc(N(C)N)n1	9%	10	15%	1%	10	8%	-18	-6%	5%

Bioassay records (PubChem BioAssay)
